SUMO1 PPI mod: modulators of human SUMO1-mediated protein-protein interactions; AID 602429; inhibition, % at 20 µM; SUMO1 binding to a labelled peptide, TR-FRET, 1 h; 360,000 tested, 0.33% active; in the data active means inhibition above about 37%
Target sequence (P63165 whole entry, looked up): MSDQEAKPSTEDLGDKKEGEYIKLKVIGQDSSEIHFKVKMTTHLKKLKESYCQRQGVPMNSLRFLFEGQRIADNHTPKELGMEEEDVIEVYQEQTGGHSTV
CSN inh: inhibitors of human CSN-mediated cullin deneddylation; Q92905; Purified CSN, SCF-Nedd8-OG deneddylation, fluorescence polarization; inhibition, % at 12.5 µM; 360,000 tested, 0.38% active; AID 651999;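 active means pattern-corrected inhibition above about 35%, with an unprinted fluorescence ratio check between 0.5 and 1.5, limit read from the data, passing the limit was not always enough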;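 further: 0% = enzyme with substrate and 100% = substrate without enzyme; some results filed as inactive read as strong as hits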
Target sequence (Q92905 whole entry, looked up, one chain of several): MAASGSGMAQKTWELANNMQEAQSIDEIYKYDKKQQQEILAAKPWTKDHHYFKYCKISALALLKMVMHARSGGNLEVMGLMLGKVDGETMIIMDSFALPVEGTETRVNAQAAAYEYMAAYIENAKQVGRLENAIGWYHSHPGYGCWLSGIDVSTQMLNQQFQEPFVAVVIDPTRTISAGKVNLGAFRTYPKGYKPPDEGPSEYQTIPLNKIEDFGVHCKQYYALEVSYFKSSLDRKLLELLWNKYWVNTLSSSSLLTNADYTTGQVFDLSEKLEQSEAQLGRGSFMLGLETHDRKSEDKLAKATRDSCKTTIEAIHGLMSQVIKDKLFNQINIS
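Assay system: HEK293T-derived human Csn5 enzyme; quantity: 0.24 nM enzyme; medium: Tris/NaCl/DTT buffer, pH 7.5; also added: substrate SCFSkp2-Nedd8OG, 10 nM; doses: 12.5 µM compound; schedule: 90 min reaction at room temperature; signal: FP; read-out: % inhibition of substrate cleavage by Csn5; benchmarks: substrate-only high control, full reaction low control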
STEP block: blocks human striatal-enriched tyrosine phosphatase | P54829 | recombinant STEP, OMFP fluorogenic substrate, fluorescence | inhibition, % at 20 µM | 360,000 tested, 0.25% active | AID 588621;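 active means inhibition at 20 µM, scaled per plate between control wells, above about 37%, limit read from the data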;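 further: 0% = DMSO with enzyme and substrate and 100% = substrate only without enzyme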
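System: STEP (striatal-enriched tyrosine phosphatase) enzyme, cell-free; medium: Bis-Tris pH 6.0 buffer with DTT, detergent; dosing: 20 µM, 1% DMSO; times: reaction 20 min, ambient temperature; detection: fluorescence, 480/540 nm; read-out basis: normalized % inhibition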
MsrA inh: inhibits bovine methionine sulfoxide reductase A. purified bovine MsrA, absorbance read-out. inhibition, % at 15.5 µM. 360,000 tested, 0.75% active. AID 651718; in the data active means inhibition above about 4.5%;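 further: 0% = vehicle wells with enzyme and 100% = reference inhibitor wells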
Tb MetRS inh: Trypanosoma brucei MetRS inhibition | purified T. brucei MetRS, ATP depletion, Kinase-Glo luminescence | inhibition, % at 11.9 µM | 360,000 tested, 0.4% active;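 active means inhibition above a per-plate cutoff of the control wells' mean inhibition plus 3 SD, cut at about 5.5% in these data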;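 further: 0% = DMSO wells median and 100% = median of wells with control inhibitor compound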
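assay system = parasite MetRS enzyme | timing = 15 min preincubation, 2 h reaction, all 25 °C | evaluation = percent inhibition relative to median high and low control wells | medium = HEPES buffer containing pyrophosphatase, BSA, spermine, DTT | compound = single dose, 11.9 µM final nominal, 0.9% final DMSO | detection = Kinase-Glo luminescence, ATP depletion format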
Rpn11 block: inhibitors of human proteasome Rpn11. 360,000 tested, 0.59% active. O00487. human 26S proteasome, Ub4-pepOG fluorescence polarization; 20S core pre-blocked with epoxomicin. calls only at 20 µM. AID 588493;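 active means inhibition at 20 µM, scaled to each plate's controls, above about 33%, limit read from the data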
Target sequence (O00487 whole entry, looked up): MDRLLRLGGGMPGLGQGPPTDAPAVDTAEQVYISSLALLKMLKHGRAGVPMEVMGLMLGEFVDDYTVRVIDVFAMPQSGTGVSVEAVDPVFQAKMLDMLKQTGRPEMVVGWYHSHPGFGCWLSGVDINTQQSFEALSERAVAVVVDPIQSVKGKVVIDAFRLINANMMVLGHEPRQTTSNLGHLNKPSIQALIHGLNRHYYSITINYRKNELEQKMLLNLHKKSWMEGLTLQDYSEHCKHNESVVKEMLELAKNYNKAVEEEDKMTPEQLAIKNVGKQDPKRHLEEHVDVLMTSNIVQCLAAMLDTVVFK
DNMT1 inh: blocks human DNA methyltransferase DNMT1; P26358; 360,000 tested, 0.83% active; DNMT1 molecular beacon, Hinp1I cleavage, fluorescence; AID 588458; inhibition (reported as % activation of signal), % at 10 µM; in the data active means inhibition above about 50%
Scp1 inh: inhibitors of human Scp-1 phosphatase | Q9GZU7 | Recombinant Scp1, phosphopeptide, malachite green phosphate absorbance | 340,000 tested, 0.88% active | inhibition, % at 20 µM;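 active means inhibition above about 50% at 20 µM, limit read from the data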;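 further: plate controls were DMSO wells with enzyme for no effect and wells lacking enzyme for full effect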
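Test system: SCP-1 catalytic domain; Buffer or medium: Acidic Tris acetate buffer with magnesium and detergent; Also added: Phosphorylated 17-residue peptide substrate; Compound: single 20 µM dose, 1% DMSO; Schedule: enzyme reaction 45 min at room temperature, colour 5 min, stabilisation 30 min; Signal: Phosphate-binding colour reagent, absorbance read at 630 nm.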
LMPTP inh: LMPTP (human) inhibition; recombinant LMPTP-A, OMFP fluorogenic substrate, fluorescence intensity; 360,000 tested, 0.22% active; P24666; inhibition, % at 20 µM;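 active means compounds that cut the enzyme signal by at least half of the control window in the single-dose screen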;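 further: plate controls were DMSO wells with enzyme plus substrate for no effect and substrate without enzyme for full effect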
Target sequence (P24666 whole entry, looked up): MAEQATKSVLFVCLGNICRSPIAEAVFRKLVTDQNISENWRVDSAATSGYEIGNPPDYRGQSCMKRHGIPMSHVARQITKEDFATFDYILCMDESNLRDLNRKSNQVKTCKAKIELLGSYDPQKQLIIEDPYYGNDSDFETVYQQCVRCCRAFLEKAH
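Buffer or medium: Bis-Tris pH 6.0, DTT, detergent; Assay system: LMPTP-A enzyme; Quantity: 0.625 nM enzyme; Detection: endpoint fluorescence intensity; Times: 50 min dark incubation at room temperature; Controls: substrate-only low control, DMSO enzyme-plus-substrate high control; Doses: single 20 µM dose; Read-out: percent inhibition versus substrate-only and uninhibited controls; Reagent: 400 µM OMFP.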
NadD inh: NadD (S. aureus) enzyme inhibition; 360,000 tested, 0.78% active; inhibition, % at 20 µM; AID 602399; purified NadD enzyme, colorimetric absorbance read-out; in the data active means inhibition above about 26%; further: some compounds past the cut are filed as inactive
* marks the source's active call; other numbers are inactive results; i = inactive; nt = no result given.

Start of the listing, in advance, 5 compounds:
cpd | compound | SUMO1 PPI mod | CSN inh | STEP block | MsrA inh | Tb MetRS inh
1 | CN(CC(=O)N1CCN(Cc2ccccc2)CC1)C(=O)Cc1ccc(Cl)c(Cl)c1 | -2.7 | -8.3 | 0.6 | 1.0 | -0.1
2 | CC(C)(C)OC(=O)N1CCC(C(=O)N2CCOCC2)CC1 | 0.9 | 1.7 | -0.9 | -0.4 | -0.1
3 | CCOC(=O)c1cn(CC(=O)Nc2ccc(CC)cc2)nn1 | -0.1 | 2.7 | 0.0 | -1.6 | -1.2
4 | CCc1cccc(NC(=O)CCc2c(C)nn(-c3ccc(N4CCOCC4)nn3)c2C)c1 | 0.9 | -1.8 | -0.5 | 0.5 | 0.1
5 | CN1C(=O)C2(c3ccccc31)c1c(oc3ccccc3c1=O)C(=O)N2CCCO (configuration not stated) | -1.4 | 0.8 | 2.1 | -0.4 | -0.2

cpd | Rpn11 block | DNMT1 inh | Scp1 inh | LMPTP inh | NadD inh
1 | i | 4.1 | 30.3 | -1.5 | 2.7
2 | i | 2.1 | 0.8 | -1.1 | -2.6
3 | i | 4.8 | -2.2 | -0.8 | 4.3
4 | i | 0.2 | -2.2 | 0.2 | 2.4
5 | i | 1.3 | -5.1 | -2.2 | -1.2

This part in full, from the start:
cpd | compound | SUMO1 PPI mod | CSN inh | STEP block | MsrA inh | Tb MetRS inh
1 | CN(CC(=O)N1CCN(Cc2ccccc2)CC1)C(=O)Cc1ccc(Cl)c(Cl)c1 | -2.7 | -8.3 | 0.6 | 1.0 | -0.1
2 | CC(C)(C)OC(=O)N1CCC(C(=O)N2CCOCC2)CC1 | 0.9 | 1.7 | -0.9 | -0.4 | -0.1
3 | CCOC(=O)c1cn(CC(=O)Nc2ccc(CC)cc2)nn1 | -0.1 | 2.7 | 0.0 | -1.6 | -1.2
4 | CCc1cccc(NC(=O)CCc2c(C)nn(-c3ccc(N4CCOCC4)nn3)c2C)c1 | 0.9 | -1.8 | -0.5 | 0.5 | 0.1
5 | CN1C(=O)C2(c3ccccc31)c1c(oc3ccccc3c1=O)C(=O)N2CCCO (configuration not stated) | -1.4 | 0.8 | 2.1 | -0.4 | -0.2
6 | COc1ccccc1NC(=O)COC(=O)Cc1cccs1 | 2.2 | -7.6 | 2.6 | 0.1 | 0.4
7 | Cc1nn(C)cc1/C=N/NC(=O)C1(O)c2ccccc2-c2ccccc21 | 0.5 | -3.6 | -2.4 | 0.3 | -1.1
8 | COc1cccc(CNC(=O)C(CCSC)NS(=O)(=O)c2ccc3c(c2)oc(=O)n3C)c1 (configuration not stated) | 0.6 | 3.0 | 3.0 | 0.0 | -1.1
9 | O=C(NC12CC3CC(CC(C3)C1)C2)N1CCN(c2nc(-c3ccccc3)cs2)CC1 | -5.3 | -5.0 | 5.3 | 0.0 | -0.4
10 | CCCCn1c(N)c(N(CCC(C)C)C(=O)c2ccc([N+](=O)[O-])s2)c(=O)[nH]c1=O | -33.9 | 6.4 | -1.0 | 0.9 | -0.5
11 | CCCCn1c2c(cc(C(=O)OC)c1=O)C(=O)CCC2 | 0.1 | 3.2 | -1.5 | 2.9 | 0.0
12 | COc1cc(OC)c2c(=O)cc(-c3cccnc3)oc2c1 | -0.2 | 1.4 | -0.4 | -0.1 | -0.8
13 | Oc1ccc(/C=N/N2CCN(C3c4ccccc4-c4ccccc43)CC2)cc1O | 0.8 | 4.8 | 5.1 | 0.7 | -0.2
14 | c1ccc(CSc2nnc(NC3CCCCC3)s2)cc1 | 6.3 | -1.4 | -1.1 | 0.0 | -0.4
15 | CCOC(=O)C1=CN(Cc2cccc(F)c2)S(=O)(=O)NC1c1ccccc1 (configuration not stated) | -1.8 | 2.2 | 0.2 | -1.2 | -1.6

cpd | Rpn11 block | DNMT1 inh | Scp1 inh | LMPTP inh | NadD inh
1 | i | 4.1 | 30.3 | -1.5 | 2.7
2 | i | 2.1 | 0.8 | -1.1 | -2.6
3 | i | 4.8 | -2.2 | -0.8 | 4.3
4 | i | 0.2 | -2.2 | 0.2 | 2.4
5 | i | 1.3 | -5.1 | -2.2 | -1.2
6 | i | -1.9 | -7.2 | 0.4 | 0.5
7 | i | -0.1 | 6.5 | -1.4 | 0.8
8 | i | -0.4 | -1.2 | -0.4 | -0.8
9 | i | -4.3 | -7.4 | 4.5 | 21.3
10 | i | -8.1 | -2.8 | -0.1 | -5.2
11 | i | 7.1 | -0.1 | -2.0 | 2.6
12 | i | 0.0 | -1.8 | -1.2 | -3.0
13 | i | -4.3 | -10.4 | 6.8 | 26.3
14 | i | 5.0 | nt | -1.0 | -4.1
15 | i | 2.2 | -6.6 | 0.1 | -0.8

Later entries
cpd | compound | SUMO1 PPI mod | CSN inh | STEP block | MsrA inh | Tb MetRS inh
16 | CCN(C(=O)COC(=O)c1cc([N+](=O)[O-])ccc1N1CCOCC1)c1ccccc1 | -32.9 | -7.3 | -1.3 | 9.8* | -0.1
17 | CC(C)NC(=O)C1CCN(Cc2cccc(Oc3ccccc3)c2)CC1 | 7.9 | -3.8 | -0.1 | 0.1 | -0.4
18 | O=C(NCc1cccc(F)c1)C1CCN(S(=O)(=O)Cc2ccccc2)CC1 | -0.9 | 3.6 | -13.7 | -0.5 | -0.7
19 | COc1cccc(-c2ccc(SCC(=O)N3CCOCC3)nn2)c1 | 0.8 | -3.1 | -2.6 | -0.1 | -0.7
20 | O=C(C1CCCN1S(=O)(=O)c1cccc2nsnc12)N1CCCCCC1 (configuration not stated) | -30.3 | 1.1 | -3.7 | -0.1 | 0.0
21 | CCOC(=O)[C@]12CCC=C1N(Cc1ccc3c(c1)OCO3)C(=O)[C@H](CC(=O)NCCc1ccccc1OC)C2 | 3.8 | -2.2 | nt | -0.4 | -0.5
22 | Cc1cc(C)nc(/N=C(\N)Nc2ccc(OCCC(C)C)cc2)n1 | 11.2 | -3.7 | -4.8 | 0.1 | -0.6
23 | CC12CCC(C(=O)N3CCCCC3)(CC1=O)C2(C)C (configuration not stated) | -0.3 | -1.4 | -1.1 | 2.0 | -1.4
24 | COC(=O)c1ccccc1SCc1csc(C)n1 | -2.9 | -0.1 | -1.5 | -1.1 | -0.6
25 | Clc1ccc(-c2nc3c4ccccc4ccn3c2CC2CCCCC2)cc1 | 3.3 | -0.1 | nt | 0.4 | -0.6
26 | O=C(CSc1ccc(C(F)(F)F)cc1[N+](=O)[O-])Nc1ccc2ccccc2c1 | -6.1 | -13.6 | -2.6 | 0.7 | 0.3
27 | CCOC(=O)C1=C(C)C(c2ccc(OC)cc2OC)NC(=O)N1 (configuration not stated) | 1.6 | -1.4 | -4.0 | -1.0 | 0.4
28 | COc1cc(/C=N/NC(N)=S)ccc1OC(=O)c1ccc(C)cc1 | -4.1 | 1.5 | 0.7 | 0.1 | -0.7
29 | COc1ccc(CNC(=O)CSc2nnc(C)n2-c2ccc(F)cc2)cc1 | 3.8 | 0.5 | 0.8 | -1.1 | -0.4
30 | COc1ccccc1[C@H]1C(c2ccccc2)=NN(c2ccccc2)[C@@H]1CO | 6.2 | 1.8 | -0.4 | nt | 0.9

cpd | Rpn11 block | DNMT1 inh | Scp1 inh | LMPTP inh | NadD inh
16 | i | -10.0 | -5.0 | 0.5 | -1.0
17 | i | 0.7 | 1.3 | -1.2 | -5.2
18 | i | -6.2 | 2.6 | 0.8 | 8.4
19 | i | 0.9 | -5.2 | -1.4 | -6.7
20 | i | 4.2 | -4.3 | -1.0 | 0.9
21 | nt | nt | nt | 1.0 | -7.6
22 | i | -3.9 | -5.2 | 0.9 | -7.1
23 | i | -2.9 | 2.5 | -1.1 | -1.5
24 | i | 0.6 | -6.0 | 0.0 | -6.3
25 | nt | nt | nt | 7.4 | 26.2
26 | i | 9.5 | -12.9 | 0.7 | 4.9
27 | i | -0.7 | -1.6 | 0.1 | 2.5
28 | i | -3.4 | -10.8 | 6.6 | 6.3
29 | i | -1.2 | -1.3 | -1.8 | -2.3
30 | i | -7.0 | -4.0 | 1.7 | -1.6

Continued:
cpd | compound | SUMO1 PPI mod | CSN inh | STEP block | MsrA inh | Tb MetRS inh
31 | O=C(Nc1sc2c(c1C(=O)O)CCCCC2)c1ccco1 | 4.1 | 0.3 | 0.8 | 6.0* | -0.8
32 | Cc1ccc(C2CC(=O)C=C(NCC(C)C)C2)cc1 (configuration not stated) | 3.9 | -0.6 | -0.9 | -0.9 | 0.0
33 | CCC(Oc1ccc(C)cc1)C(=O)Nc1ccc2c(c1)n(C)c(=O)n2C (configuration not stated) | -5.6 | 2.3 | 0.6 | -0.3 | -0.6
34 | CC1Cc2ccccc2N1C(=O)CSc1nc2c(c(=O)n(C)c(=O)n2C)n1Cc1ccc(F)cc1 (configuration not stated) | -3.1 | 1.6 | 2.5 | -0.4 | -1.4
35 | CC(=O)CC(=O)Nc1ccc(Nc2ccccc2)cc1 | 2.4 | -2.8 | -2.3 | 0.4 | 0.3
36 | CN1CCN(c2cc(CNC[C@H]3O[C@@H](n4cnc5c(=O)[nH]c(N)nc54)[C@H](O)[C@@H]3O)ccc2F)CC1 | 5.6 | 3.9 | 3.7 | 0.5 | 0.0
37 | COc1ccc(CCNC(=O)COC(=O)/C=C/c2ccc(OCC#N)c(OC)c2)cc1OC | -15.7 | 0.6 | 0.1 | 2.3 | -0.3
38 | CSc1ncccc1C(=O)OCC(=O)c1ccccc1Br | 9.0 | 5.5 | 1.7 | 1.9 | -1.1
39 | COc1ccc(/C=N/N2C(=O)CSC2=S)cc1 | -5.7 | 0.0 | -3.0 | 0.0 | -0.4
40 | CCCCNC(=O)C[C@@H]1C[C@@]2(C(=O)OCC)CCCC=C2N(CCc2ccc(OC)c(OC)c2)C1=O | 1.6 | -3.9 | nt | -0.5 | 0.3

cpd | Rpn11 block | DNMT1 inh | Scp1 inh | LMPTP inh | NadD inh
31 | i | 6.1 | -8.0 | 0.0 | -18.9
32 | i | 7.2 | -7.3 | -0.8 | 1.1
33 | i | 1.3 | -9.5 | -1.3 | -3.3
34 | i | -1.3 | -1.9 | 1.5 | -1.6
35 | i | -8.2 | -1.3 | -1.2 | 0.5
36 | i | 6.7 | nt | -0.3 | -1.6
37 | i | 0.4 | -5.5 | 0.7 | -5.3
38 | i | -3.0 | -17.0 | -0.1 | -5.0
39 | i | 5.7 | 3.1 | -2.0 | -6.0
40 | nt | nt | nt | -0.7 | nt

Bioassay records from PubChem BioAssay.
